TGFb inhibitor – TGF-b pathway inhibition. HepG2 CAGA-GFP TGF-b/SMAD3 reporter, GFP fluorescence, 18 h; TGF-beta stimulated, 500 pg/mL final. AID 588855. hit rate 1.2% among 410,000. Potency, µM (highest dose often 46.1 µM), inactives show top-dose activity, negative = inhibition, hits mostly inhibitors; note: potency is the fitted concentration of half-maximal effect; % is set by controls: 0 for no effect and ±100 for the full control effect; nearly all actives have a fitted effect of over 65% in size
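Inhibition was scored as loss of TGF-beta-induced (500 pg/mL final, 18 hours, 37 degrees C) GFP in HEPG2 cells carrying a CAGA-GFP reporter, in DMEM with 1% FBS. Well GFP was summed per cell; Activity was normalised to unstimulated and stimulated DMSO wells, then concentration-response fitting.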
HepG2 viability – HepG2 cytotoxicity, counter-screen for TGF-b inhibitors. HepG2 CAGA-GFP viability, ATP luminescence, 18 h. Potency, µM (doses to about 46.1 µM), for inactives: top-dose activity change, negative = cytotoxicity, actives largely listed as cytotoxic. hit rate 0.76% among 410,000. AID 588856; note: potency is the fitted concentration of half-maximal effect; some results filed as inactive show a strong effect at the top dose
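HepG2 CAGA-GFP cells (1000/well, DMEM with 1% FBS) received compound, then TGF-beta at 500 pg/mL final, and were incubated 18 hours at 37 degrees C. Viability was read by CellTiter-Glo luminescence. Media-only wells were set as complete cell-killing and DMSO as no toxicity.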
ATXN2 expr inh – inhibitors of ATXN2 expression | HEK-293 ATXN2-luciferase reporter, luminescence, 24 h | Potency, µM (titrated, usually from 57 µM), inactives show top-dose activity change, negative = inhibition, actives largely listed as inhibitors | hit rate 0.72% among 360,000 | AID 1745845; note: potency is the fitted concentration of half-maximal effect; % is set by controls: 0 for no effect and ±100 for the full control effect; nearly all actives have a fitted effect of over 55% in size
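qHTS (up to 57 uM final) was run with 24 h compound exposure of reporter cells at 37 °C. Each well was multiplexed: SteadyGlo luminescence measured ATXN2-luciferase expression after a fluorogenic Gly-Phe-AFC viability readout (25 uM final).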
A549 viability – counter-screen for Nrf2 inhibitors: cytotoxicity in A549 cells | hit rate 0.16% among 390,000 | A549 ARE-Fluc cells, CellTiter-Fluor viability, 18-24 h | Potency, µM (top dose mostly 46 µM), inactives show at the top dose activity change, negative = cytotoxicity, most hits filed as inhibitors; note: potency is the fitted concentration of half-maximal effect; % is set by controls: 0 for no effect and ±100 for the full control effect
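Cytotoxicity counterscreen: CellTiter-Fluor fluorescence was measured in A549 ARE_Fluc cells after 18-24 h of compound exposure in a concentration series. The subsequent BugLite luminescent read reports ARE-luciferase activity.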
ATXN viability – cell viability loss in ATXN counter-screen; S2 cells (HEK-293 line with an ATXN2-luciferase reporter) viability, CellTiter-Fluor protease fluorescence, 24 h; Potency, µM (titrated, usually from 56.7 µM), hits mostly cytotoxic; hit rate 0.49% among 400,000; note: potency is the fitted concentration of half-maximal effect; nearly all actives have a fitted effect of over 40% in size
Nrf2 inh – blocks Nrf2 signaling | A549 ARE-Fluc reporter, luciferase luminescence, 18-24 h | hit rate 2.1% among 360,000 | AID 504444 | Potency, µM (doses to about 46 µM), inactives show at the top dose activity change, negative = inhibition, most hits filed as inhibitors; note: potency is the fitted concentration of half-maximal effect; % is set by controls: 0 for no effect and ±100 for the full control effect; nearly all actives have a fitted effect of over 60% in size
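Two sequential reads on A549 ARE_Fluc cells exposed to compound for 18-24 h: a CellTiter-Fluor fluorescence read for viability, then a luciferase luminescence read for Nrf2/ARE activity.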
Nrf2 ARE act – Nrf2 pathway activation; AREc32 ARE-luciferase reporter (MCF7-derived line), luminescence, 24 h; Potency, µM (top dose mostly 46.1 µM), without a hit: top-dose activation, usual class: activators; hit rate 0.31% among 410,000; note: potency is the fitted concentration of half-maximal effect; % of control where 0% means no effect; nearly all actives have a fitted effect of over 65% in size
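ARE-driven firefly luciferase activity in AREc32 cells measured after a 24 hr compound exposure at 37 deg C, using Steady-Glo reagent and a 30 min room-temperature hold.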
IL2 activator – IL-2 activation; IL-2 activation reporter assay, cell-based qHTS; stimulated with anti-CD3/CD4/CD28 beads; in transgenic mouse T cells; activation, % (series mostly up to about 46 µM); hit rate 0.065% among 360,000; in the data active = activation above about 50%; inconclusive = mostly about 30% to 49%; note: 0% is about no effect
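Readout is EGFP and DsRed signal by fluorescent plate cytometry after 18 h at 37 degrees C. Transgenic mouse T cells (750/well) received compound for 60 min before bead stimulation (anti-CD3, anti-CD4, anti-CD28); memory T cells served as non-tolerant control.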
EPAC2 ag – EPAC2 (human) agonism; Q8WZA2; EPAC2 activation, biochemical qHTS; response scale: 100% = 6.5 mM cAMP response; Potency, µM (series often up to 154 µM), for inactives: top-dose activation, hits mostly activators; hit rate 0.079% among 360,000; AID 720711; note: potency is the fitted concentration of half-maximal effect; nearly all actives have a fitted effect of over 50% in size
Target sequence (Q8WZA2 whole entry, looked up): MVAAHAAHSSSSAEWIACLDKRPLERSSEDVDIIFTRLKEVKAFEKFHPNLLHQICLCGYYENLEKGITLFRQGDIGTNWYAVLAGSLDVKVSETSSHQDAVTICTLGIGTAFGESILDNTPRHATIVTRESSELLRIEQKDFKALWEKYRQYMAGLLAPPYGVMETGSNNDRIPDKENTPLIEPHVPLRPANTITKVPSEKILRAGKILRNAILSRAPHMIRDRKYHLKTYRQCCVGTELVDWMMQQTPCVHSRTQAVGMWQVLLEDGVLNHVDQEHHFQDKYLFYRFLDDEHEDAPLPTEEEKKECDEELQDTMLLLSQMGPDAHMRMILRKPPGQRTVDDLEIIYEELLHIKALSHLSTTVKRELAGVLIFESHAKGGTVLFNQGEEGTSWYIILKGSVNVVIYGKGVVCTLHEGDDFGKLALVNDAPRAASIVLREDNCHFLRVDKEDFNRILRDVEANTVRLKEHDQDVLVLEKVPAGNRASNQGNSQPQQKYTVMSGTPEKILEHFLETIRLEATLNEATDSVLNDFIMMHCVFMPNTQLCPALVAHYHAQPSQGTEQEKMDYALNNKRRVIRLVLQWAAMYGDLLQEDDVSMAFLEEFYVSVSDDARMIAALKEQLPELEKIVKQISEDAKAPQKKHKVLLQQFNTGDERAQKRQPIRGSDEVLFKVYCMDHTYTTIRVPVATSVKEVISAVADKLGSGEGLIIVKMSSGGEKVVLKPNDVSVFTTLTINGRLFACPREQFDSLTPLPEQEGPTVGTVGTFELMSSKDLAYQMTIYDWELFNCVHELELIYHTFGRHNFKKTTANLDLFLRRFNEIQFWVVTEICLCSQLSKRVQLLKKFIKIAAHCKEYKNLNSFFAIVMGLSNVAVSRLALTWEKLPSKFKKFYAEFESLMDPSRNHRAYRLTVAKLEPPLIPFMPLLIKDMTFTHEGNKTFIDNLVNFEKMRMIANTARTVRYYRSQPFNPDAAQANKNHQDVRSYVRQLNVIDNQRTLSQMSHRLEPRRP
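qHTS, titration series. 100 nM EPAC2 / 250 nM Rap1B-BODIPY-GDP / 50 uM GDP; RT; ex 480/em 540 nm, 5-min reads to 30 min. Norm. to 6.5 mM cAMP = activation.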
Numbers without * were called inactive. Unless noted, calls come from the whole dose curve; as a rule, active = well fitted curve in the direction sought with a large enough effect; inconclusive = small, poorly fitted or top-dose-only effect, or another doubt; inactive = no such curve, though single readings can be large; an effect the other way counts as inactive or inconclusive.

Cc1ccc(CNC(=O)CCS(=O)(=O)c2ccc3c(c2)CC(C)N3C(=O)C2CC2)o1 (stereo not drawn) was read as TGFb inhibitor -5%, HepG2 viability -1%, A549 viability 14%, ATXN viability inactive, Nrf2 inh 27%, Nrf2 ARE act -0.3%, IL2 activator -0.5 and EPAC2 ag 10%.
`CCC(CC)C(=O)Nc1cccc(/C(C)=N/NC(=O)c2c(Br)cnn2C)c1` gave TGFb inhibitor -2%, HepG2 viability 4%, ATXN2 expr inh 6%, A549 viability -1%, ATXN viability inactive, Nrf2 inh -4%, Nrf2 ARE act -0.5%, IL2 activator 0.2 and EPAC2 ag 11%.
For Cc1ncoc1C(=O)N1CCCC(C(=O)c2ccc3c4c(cccc24)CC3)C1 (stereo not drawn) the results were TGFb inhibitor -22%, HepG2 viability -15%, ATXN2 expr inh -20%, A549 viability -5%, ATXN viability inactive, Nrf2 inh 17%, Nrf2 ARE act -0.3%, IL2 activator -2.6 and EPAC2 ag -1%.
Screening O=C(N/N=C/c1ccccc1Br)c1cccc(S(=O)(=O)N2CCOCC2)c1 returned TGFb inhibitor 2%, HepG2 viability 1%, ATXN2 expr inh 1%, A549 viability 0%, ATXN viability inactive, Nrf2 inh -10%, Nrf2 ARE act 6.9%, IL2 activator 1.2 and EPAC2 ag 5%.
Screening CCOC(=O)[C@H]1[C@H]2COc3ccccc3[C@@H]2N2C(=O)c3c(C)cc(C)cc3NC(=O)[C@@]12C returned TGFb inhibitor 2%, HepG2 viability 1%, ATXN2 expr inh 4%, A549 viability -19%, ATXN viability inactive, Nrf2 inh -12%, Nrf2 ARE act -0.7%, IL2 activator 1.1 and EPAC2 ag 4%.
`CCN(CC)CCN(C(=O)c1ccco1)c1nc2ccc(F)cc2s1` gave TGFb inhibitor 4%, HepG2 viability 2%, A549 viability 2% and Nrf2 ARE act 6.0%.
`COc1cccc(C(=O)NCC2CCCN(C3CCCCC3)C2)c1OC` (stereo not drawn) gave TGFb inhibitor -11%, HepG2 viability 3%, ATXN2 expr inh -2%, A549 viability -11%, ATXN viability inactive, Nrf2 inh -15%, Nrf2 ARE act -0.7%, IL2 activator 0.7 and EPAC2 ag 0%.
Cc1nc2ccccc2nc1OCC(=O)NCc1ccc2c(c1)OCO2 was read as TGFb inhibitor 0%, HepG2 viability -65%, ATXN2 expr inh -6%, A549 viability 3%, ATXN viability inactive, Nrf2 inh -21%, Nrf2 ARE act 0.0%, IL2 activator 0.0 and EPAC2 ag 11%.
For CCn1c(SCC(=O)Nc2ccc3c(c2)OCO3)nnc1C1CC1 the results were TGFb inhibitor -18%, HepG2 viability -13%, ATXN2 expr inh 1%, A549 viability 3%, ATXN viability inactive, Nrf2 inh inconclusive, Nrf2 ARE act 0.3%, IL2 activator -0.5 and EPAC2 ag 14%.
Screening COc1ccccc1Cn1c(=S)[nH]c2ccc(F)cc2c1=O returned TGFb inhibitor 0%, HepG2 viability -6%, ATXN2 expr inh -15%, A549 viability 2%, ATXN viability inactive, Nrf2 inh inconclusive, Nrf2 ARE act 0.2%, IL2 activator 0.9 and EPAC2 ag 0%.
Screening Cc1cc(C(F)(F)F)n2nc(-c3ccc(Br)cc3)cc2n1 returned TGFb inhibitor inconclusive, HepG2 viability -13%, ATXN2 expr inh 7%, A549 viability 2%, ATXN viability inactive, Nrf2 inh 18% and Nrf2 ARE act inconclusive.
O=C(CC1C(=O)NCCN1Cc1cccc(F)c1)NC1CCCCC1 (stereo not drawn) was read as TGFb inhibitor inconclusive, HepG2 viability -28%, ATXN2 expr inh 6%, A549 viability -4%, ATXN viability inconclusive, Nrf2 inh inconclusive, Nrf2 ARE act -0.1%, IL2 activator -4.5 and EPAC2 ag 5%.
COc1cc(OC)cc(OCC(O)Cn2cnc(-c3ccccc3)c2)c1 (stereo not drawn) was read as TGFb inhibitor -11%, HepG2 viability -10%, ATXN2 expr inh -12%, A549 viability 4%, ATXN viability inactive, Nrf2 inh inconclusive, Nrf2 ARE act 2.0%, IL2 activator 0.0 and EPAC2 ag 12%.
C/C(=N\NC(=O)c1ccoc1C)c1cccnc1 was read as TGFb inhibitor -7%, HepG2 viability -17%, ATXN2 expr inh 10%, A549 viability -6%, ATXN viability inconclusive, Nrf2 inh 19%, Nrf2 ARE act 4.3%, IL2 activator 3.0 and EPAC2 ag 9%.
For COc1ccc2[nH]c(=O)c(CN(Cc3cccnc3)C(=S)NCC3CCCO3)cc2c1 (stereo not drawn) the results were TGFb inhibitor -18%, HepG2 viability -2%, ATXN2 expr inh -14%, A549 viability -5%, ATXN viability inconclusive, Nrf2 inh -7%, Nrf2 ARE act 3.1%, IL2 activator 1.3 and EPAC2 ag 15%.
Screening CCCc1nnc2n1N=C(c1ccc(OC)c(OC)c1)CS2 returned TGFb inhibitor 9%, HepG2 viability -5%, ATXN2 expr inh 29%, A549 viability 0%, ATXN viability inactive, Nrf2 inh -25%, Nrf2 ARE act 11%, IL2 activator -1.8 and EPAC2 ag 9%.
`COc1ccc(CCNc2nc(N3CCCCC3)nc(N3CCCCC3)n2)cc1OC` gave TGFb inhibitor inconclusive, HepG2 viability -19%, ATXN2 expr inh -20%, A549 viability -30%, ATXN viability inactive, Nrf2 inh inconclusive, Nrf2 ARE act 2.8%, IL2 activator 0.0 and EPAC2 ag 19%.
`CCCN(C(=O)c1cc(Cl)nc2ccccc12)C1CCS(=O)(=O)C1` (stereo not drawn) gave TGFb inhibitor 5%, HepG2 viability -3%, ATXN2 expr inh -2%, A549 viability 1%, ATXN viability inactive, Nrf2 inh -4%, Nrf2 ARE act -0.1%, IL2 activator 3.4 and EPAC2 ag 12%.
For CCOc1ccccc1N(CC(=O)NCCc1ccccc1)C(=O)CCC(=O)Nc1ccccn1 the results were TGFb inhibitor -7%, HepG2 viability 7%, ATXN2 expr inh 1%, A549 viability -1%, ATXN viability inactive, Nrf2 inh -13%, Nrf2 ARE act -0.4%, IL2 activator 1.9 and EPAC2 ag 4%.
For COc1cc(/C=C2/SC(=S)N(CCC(=O)Nc3ccccc3)C2=O)cc(OC)c1OC the results were TGFb inhibitor 2%, HepG2 viability -36%, ATXN2 expr inh -10%, A549 viability -12%, ATXN viability inactive, Nrf2 inh inconclusive, Nrf2 ARE act -0.4%, IL2 activator 13 and EPAC2 ag 14%.
`CCN(CC)C(=S)NC(=O)Cc1ccccc1` gave TGFb inhibitor -2%, HepG2 viability -1%, ATXN2 expr inh -8%, A549 viability -5%, ATXN viability inactive, Nrf2 inh 14%, Nrf2 ARE act -1.5%, IL2 activator -0.2 and EPAC2 ag 10%.
For CN(Cc1ccccc1F)C(=O)c1ccccc1Sc1ccccc1C#N the results were TGFb inhibitor -3%, HepG2 viability 0%, ATXN2 expr inh 10%, A549 viability 1%, ATXN viability inactive, Nrf2 inh 10%, Nrf2 ARE act -0.2%, IL2 activator -5.5 and EPAC2 ag 5%.
`Cc1cc(OCC(=O)Nc2ccc(S(=O)(=O)N3CCN(C)CC3)cc2)ccc1Br` gave TGFb inhibitor 4%, HepG2 viability -25%, ATXN2 expr inh -9%, A549 viability 0%, ATXN viability inactive, Nrf2 inh 1%, Nrf2 ARE act 7.3%, IL2 activator -0.8 and EPAC2 ag 9%.
For Cc1ccc(C(=O)c2ccccc2C(=O)OCC(=O)N2C(C)CCCC2C)cc1 (stereo not drawn) the results were TGFb inhibitor 4%, HepG2 viability -15%, ATXN2 expr inh 9%, A549 viability -4%, ATXN viability inactive, Nrf2 inh 16%, Nrf2 ARE act 0.0%, IL2 activator 0.2 and EPAC2 ag 13%.
`Cc1ccc(S(=O)(=O)n2nc(-c3ccco3)nc2N)cc1` gave TGFb inhibitor 26%, HepG2 viability 6%, ATXN2 expr inh 9%, A549 viability -2%, ATXN viability inactive, Nrf2 inh 17%, Nrf2 ARE act 0.4%, IL2 activator -1.2 and EPAC2 ag 0%.
CCOc1ccc(S(=O)(=O)N(CC)CC(=O)N2CCOCC2)cc1C was read as TGFb inhibitor -9%, HepG2 viability -13%, ATXN2 expr inh 1%, A549 viability 0%, ATXN viability inactive, Nrf2 inh -10%, Nrf2 ARE act 0.3%, IL2 activator -0.3 and EPAC2 ag 3%.
O=C(CSc1nnc(-c2ccccn2)n1Cc1ccco1)c1ccccc1 was read as TGFb inhibitor -9%, HepG2 viability -9%, ATXN2 expr inh -18%, A549 viability 2%, ATXN viability inactive, Nrf2 inh -5%, Nrf2 ARE act 0.3%, IL2 activator -2.3 and EPAC2 ag 6%.
CC(=O)N1SC(N)=NC1c1ccccc1 (stereo not drawn) was read as TGFb inhibitor -6%, HepG2 viability -1%, ATXN2 expr inh -28%, A549 viability 0%, ATXN viability inactive, Nrf2 inh -6%, Nrf2 ARE act -0.5%, IL2 activator 0.1 and EPAC2 ag -5%.
`COc1ccccc1CCNC(=O)C1(c2cccs2)CCOCC1` gave TGFb inhibitor inconclusive, HepG2 viability -9%, ATXN2 expr inh 14%, A549 viability -3%, ATXN viability inactive and Nrf2 ARE act -1.0%.
COc1ccc([N+](=O)[O-])cc1NC(=O)Nc1ccc(OC)c(OC)c1 was read as TGFb inhibitor 0%, HepG2 viability -6%, ATXN2 expr inh inconclusive, A549 viability -2%, ATXN viability inactive, Nrf2 inh -23%, Nrf2 ARE act 1.9%, IL2 activator 0.3 and EPAC2 ag 16%.

Retrieved by compound from the entries so far:
COc1ccc([N+](=O)[O-])cc1NC(=O)Nc1ccc(OC)c(OC)c1 was read as TGFb inhibitor 0%, HepG2 viability -6%, ATXN2 expr inh inconclusive, A549 viability -2%, ATXN viability inactive, Nrf2 inh -23%, Nrf2 ARE act 1.9%, IL2 activator 0.3 and EPAC2 ag 16%.
`COc1ccc(CCNc2nc(N3CCCCC3)nc(N3CCCCC3)n2)cc1OC` gave TGFb inhibitor inconclusive, HepG2 viability -19%, ATXN2 expr inh -20%, A549 viability -30%, ATXN viability inactive, Nrf2 inh inconclusive, Nrf2 ARE act 2.8%, IL2 activator 0.0 and EPAC2 ag 19%.

Random draw from the library; about 4.3% have a hit in one of these screens.
